# F508del corr = correctors of CFTR F508del function in bronchial epithelial cells; CFBE cells, YFP halide quenching; stimulated with forskolin plus potentiator P3; % fluorescence drop versus neutral controls; activity (quench increase), % at 7.58 µM; actives 0.36% (n = 350,000); AID 720511;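 active means mean added fluorescence quench of at least 8% versus neutral control, with both replicates also reaching 8%; inconclusive means only one of the mean or replicate conditions met; inactive means mean below 8% and not both replicates reaching 8%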;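 further: cells transiently co-express mutant CFTR-F508del with the halide-sensitive YFP; corrector assay measuring rescue of mutant channel to the surface after 24 h compound exposure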
# RAD52 anneal inh = RAD52 (human) annealing inhibition; P43351; inhibition, % at 18.7 µM; actives 0.46% (n = 360,000); recombinant RAD52 DNA annealing, FRET fluorescence;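 active means every replicate showing at least 50% inhibition; inconclusive means mean inhibition at least 50% but not in every replicate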
# INS-1E GSIS act = primary screen for activators of insulin secretion dependent on glucose, INS-1E cells, GLuc reporter luminescence | INS-1E GLuc reporter insulin secretion, 2-3 h | activation, % at 16.6 µM | actives 0.61% (n = 370,000) | AID 743287;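 active means lowest replicate activation of at least 40%, so every replicate reaches that level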;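 further: 0% = median of neutral control wells and 100% = median of IBMX positive control wells; some compounds called inactive have numbers as strong as hits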
# Xi reactivation = X-chromosome reactivation activator; AID 743238; activation, % at 7.58 µM; actives 0.055% (n = 360,000); XiGFP mouse fibroblasts, % GFP-positive cells imaging, 3 d; cells co-treated with 5-aza-dC sensitizer; scaled so ellipticine positive control = 100%;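 active means mean normalized replicate activation at least 10% and every replicate at or above 10%; inconclusive means only one of the two criteria met; inactive means mean below 10% and not all replicates reach 10%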;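 further: 0% = median of on-plate neutral control wells and 100% = ellipticine 6 µM median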
#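 material = 68-5-11 XiGFP fibroblast line | medium = DMEM plus 5-aza-dC sensitizer | schedule = 3 days compound exposure | benchmarks = positive control ellipticine, 6 µM final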
# Casp6 inh = caspase-6 (human) enzyme inhibition; P55212; purified caspase-6, Z-VEID-R110 cleavage fluorescence; inhibition, % at 12.5 µM; actives 0.53% (n = 350,000); AID 686996;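 active means mean inhibition across replicates at least about 35%, with every replicate also reaching that limit, limit read from the data; inconclusive means only one of the two criteria met; inactive means neither criterion met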;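 further: 0% = median of neutral control wells and 100% = no fluorescence left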
# Target sequence (P55212 24-179 limits assumed): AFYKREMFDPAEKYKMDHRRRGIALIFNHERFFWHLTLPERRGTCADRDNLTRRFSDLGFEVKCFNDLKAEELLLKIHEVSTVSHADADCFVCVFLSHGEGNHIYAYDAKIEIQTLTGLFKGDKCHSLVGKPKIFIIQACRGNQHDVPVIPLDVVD
# Target sequence (P55212 194-293 limits assumed): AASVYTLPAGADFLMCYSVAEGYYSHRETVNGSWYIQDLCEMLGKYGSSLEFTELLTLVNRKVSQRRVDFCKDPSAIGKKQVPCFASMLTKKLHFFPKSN
# E-selectin induc = induces E-selectin expression in human endothelial cells; actives 0.37% (n = 260,000); HUVEC E-selectin immunofluorescence imaging; normalized: neutral wells 0, TNF-alpha wells 100; AID 686992; activation, % at 7.58 µM; P16581;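 active means mean E-selectin-positive cell signal at least 10% of the positive control, reached in at least 60% of replicates, without over 20% cell loss; inconclusive means no rule given, readout overlaps actives, possibly toxicity-flagged; inactive means the rest, including those meeting only one limit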;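 further: in these data hits start at about 27%; measured in HUVEC primary endothelial cells; signal is the percent of cells scored E-selectin positive by PE staining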
#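 material = human umbilical vein endothelial cells (HUVEC), E-selectin induction | quantity = 3,000 cells/well | medium = EGM-2 growth medium on 0.1% gelatin-coated wells | technique = immunofluorescence imaging | read-out basis = % PE-positive cells | control set = TNF-alpha positive control, DMSO neutral control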
# RAD54 inh = blocks human RAD54 Holliday junction branch migration. AID 602329. actives 0.14% (n = 360,000). inhibition, % at 10.4 µM. FAM/BHQ fluorescence;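 active means mean normalized replicate activity at least 40 and at least half of replicates scoring 40 or more; inconclusive means only one of the two criteria met; inactive means mean below 40 and under half of replicates reaching 40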;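 further: 0% = median of neutral control wells and 100% = median of positive control wells; inhibitors cause a drop in the FAM fluorescence signal; in these data hits start at about 50%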
# Target sequence (Q92698 whole entry, looked up): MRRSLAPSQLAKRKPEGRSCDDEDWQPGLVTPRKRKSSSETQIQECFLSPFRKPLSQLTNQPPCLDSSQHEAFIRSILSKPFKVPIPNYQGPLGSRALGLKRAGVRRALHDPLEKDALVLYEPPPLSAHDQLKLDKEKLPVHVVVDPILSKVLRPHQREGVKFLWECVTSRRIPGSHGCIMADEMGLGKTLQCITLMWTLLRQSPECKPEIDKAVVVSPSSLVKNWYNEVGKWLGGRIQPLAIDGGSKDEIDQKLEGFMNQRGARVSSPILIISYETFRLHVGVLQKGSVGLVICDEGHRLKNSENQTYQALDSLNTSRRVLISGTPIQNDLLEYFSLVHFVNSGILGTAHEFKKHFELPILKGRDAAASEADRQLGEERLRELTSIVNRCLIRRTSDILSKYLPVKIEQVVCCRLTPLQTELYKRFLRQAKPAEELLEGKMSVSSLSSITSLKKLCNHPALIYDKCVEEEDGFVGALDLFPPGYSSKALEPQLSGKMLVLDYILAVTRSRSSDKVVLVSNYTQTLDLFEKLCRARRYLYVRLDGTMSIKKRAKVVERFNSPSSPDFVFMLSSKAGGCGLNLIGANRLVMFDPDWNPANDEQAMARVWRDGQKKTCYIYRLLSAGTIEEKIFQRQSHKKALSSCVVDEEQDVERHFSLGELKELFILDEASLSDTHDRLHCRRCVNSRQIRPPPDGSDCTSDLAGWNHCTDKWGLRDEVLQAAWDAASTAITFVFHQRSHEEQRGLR
# DENV2 CPE = DENV2-induced cell death inhibition | CPE inhibition, % at 9.99 µM | DENV2-infected cells, cytopathic effect rescue, plate reader | actives 1.7% (n = 350,000) | AID 651640; in the data active means CPE inhibition above about 20%, passing the limit was not always enough; inconclusive means no clear call, values can overlap the other calls; tested in BHK-21 cells;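 further: 0% = median of neutral control wells and 100% = median of positive control wells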
# * marks the source's active call; other numbers are inactive results; i = inactive; ? = inconclusive; . = not tested or not shown; & = joins results of further samples.
SMILES,F508del corr,RAD52 anneal inh,INS-1E GSIS act,Xi reactivation,Casp6 inh,E-selectin induc,RAD54 inh,DENV2 CPE
C[C@H]1CN([C@@H](C)CO)C(=O)Cc2cc(NC(=O)CCCN(C)C)ccc2O[C@H]1CN(C)S(=O)(=O)c1ccc(Cl)cc1,0.4,0,0,-0.5,-8,0.7,-2,5
COc1ccc(OCCNC2CCCC2)cc1,-1.8,-9,16,0.3,-2,0.4,.,5
CCCn1c(=O)c2c(C(=O)OCC)cc(-c3ccco3)nc2n(CCC)c1=O,-1.5,-9,33,.,6,.,0,-6
COC(=O)C1=C(C)N(Cc2ccccc2C(F)(F)F)C(=NCc2ccc3c(c2)OCO3)NC1c1ccc(F)cc1 (stereo not given),-2.8,8,.,0.4,2,-0.4,.,-3
CO[C@@H]1CN(C)C(=O)c2cc(NS(=O)(=O)c3ccc(C)cc3)ccc2OC[C@@H](C)N(Cc2ccccn2)C[C@H]1C,-2.0,9,-3,0.4,1,0.1,4,-6
O=C(NCc1ccco1)C(=O)N1CCCC1,-0.8,-3,8,-0.1,-1,3.6,.,-2
O=C(O)CSCC(=O)N1CCN(c2ncnc3scc(-c4ccccc4)c23)CC1,-0.1,1,4,0.1,0,.,9,0
COc1ccc2c3c([nH]c2c1)[C@@H](CO)N(C(=O)C1CCC1)CC31CN(S(C)(=O)=O)C1,-0.7,1,12,0.3,-1,0.3,.,-16
Cc1cc(=O)[nH]c2c(C)cc(S(=O)(=O)NCc3ccccc3)cc12,-3.5,-5,4,0.0,-4,-0.6,12,-1
COc1ccc(CCOC(=O)c2ccc(N)c([N+](=O)[O-])c2)cc1,0.3,-1,-40,0.2,3,.,-1,-5
COc1ccc(C#Cc2cccc(-c3nc(C(=O)N[C@@H]4CCN(Cc5ccccc5)C4)cc4c3[C@@H](CCO)N(S(=O)C(C)(C)C)C4)c2)cc1OC (stereo not given in full),1.4,-32,.,.,3,.,.,-8
C[C@@H]1CN([C@@H](C)CO)C(=O)c2ccccc2-c2ccccc2CO[C@@H]1CN(C)S(=O)(=O)c1ccccc1,-1.4,16,-8,0.2,1,0.0,4,-2
CSc1nnc(-c2ccc(C(F)(F)F)nc2C)o1,3.0,-7,11,0.0,1,.,-2,2
Cc1noc(C)c1NC(=O)Nc1cccc2c1O[C@H](CN(C)Cc1ccc(C(=O)O)cc1)[C@@H](C)CN([C@H](C)CO)C2=O,0.2,-5,-11,0.7,0,.,4,2
OCCC1CN(C2CSCCSC2)CCN1Cc1ccccc1 (stereo not given),2.5,-11,5,0.0,3,1.6,2,6
C[C@H](CO)N1C[C@H](C)[C@@H](CN(C)Cc2cccc(F)c2)Oc2cc(C#CC3CC3)ccc2S1(=O)=O,0.2,-4,-7,-0.9,0,1.4,6,3
NC(=O)CSc1nnc2ccc(-c3ccco3)nn12,-2.3,-24,-1,0.2,-4,.,.,5
COc1ccccc1N1CCN(c2nccc(C)n2)CC1,-0.4,-11,9,0.3,-1,.,-1,-3
C#CCOCCOCCOCCNc1nc(N2CCN(C(=O)Cn3cc(CC(C)O)nn3)CC2)nc(N2CCN(C(=O)[C@H](CCCCN)n3cc(CCCC)nn3)CC2)n1 (stereo not given in full),-0.6,16,.,0.0,-11,.,-5,?
C[C@H](CO)N1C[C@H](C)[C@H](CN(C)Cc2ccc(C(=O)Nc3ccccc3N)cc2)Oc2ccc(NC(=O)Cc3ccccc3)cc2CC1=O,2.1,-18,-7,-0.6,2,10,.,32*
COCC(=O)Nc1ccc2c(c1)C(=O)N(C)C[C@@H](OC)[C@H](C)CN(C(=O)Cc1ccccn1)[C@H](C)CO2,-3.6,-14,-8,0.1,0,-0.3,2,-3
Oc1ccccc1C1SC(c2ccccc2O)SC(c2ccccc2O)S1 (stereo not given),-0.3,-11,153*,0.2,-2,-0.3,-4,-5
CCCNC(=O)N1CC2(C1)[C@@H](c1ccccc1)[C@H](CO)N2C(=O)C1CCC1,3.3,4,29,0.1,-1,0.0,.,?
O=C(Nc1nnc(Cc2ccccc2)s1)c1cnccn1,-1.2,-10,17,0.0,0,6.8,.,-1
CS(=O)(=O)c1cccc(NC(=O)C2CC2)c1,0.7,-6,-9,0.1,0,.,.,8

# More structures.
SMILES,F508del corr,RAD52 anneal inh,INS-1E GSIS act,Xi reactivation,Casp6 inh,E-selectin induc,RAD54 inh,DENV2 CPE
CCN=C1SC(CC(=O)Nc2ccccc2)C(=O)N1CC (stereo not given),-3.1,11,.,0.0,-1,-0.3,-17&-1,5
O=C1COc2ccc(S(=O)(=O)Nc3ccc(F)cc3)cc2N1,-3.0,-10,7,0.0,-1,0.6,-13,1
COc1ccc(CC(=O)NNC(=O)COc2ccc(F)cc2)cc1S(=O)(=O)N1CCOCC1,-0.8,-6,6,0.1,0,0.1,1,-3
O=C1CCN(CCc2ccccc2)CCN1[C@H](COc1ccccc1)c1ccccc1,1.3,-19,-7,0.2,0,0.1,-4,99*
Cc1cc(N)n2nc(C(F)(F)F)nc2n1,.,-20,22,0.2,1,.,-4,-12
CC(C)(C)c1ccc2oc(=O)cc(-c3cccc(-c4ccc(C(F)(F)F)cc4)c3)c2c1,1.3,-26,14,0.0,-3,-3.9,-2,11
COc1ccc(CN2CC3(CN(C(=O)Cc4ccccc4)C3)c3c([nH]c4cc(OC)ccc34)[C@H]2CO)cc1,-0.2,-9,-29,0.1,3,-0.2,.,-10
Cc1c(C(=O)NCc2ccc(F)cc2)oc2ccc(S(=O)(=O)N3CCOCC3)cc12,-2.3,-12,3,0.2,0,0.0,-9,-6
CN(Cc1ccccc1)S(=O)(=O)c1ccc(Cl)c(C(=O)OCC(N)=O)c1,0.3,-6,-1,0.1,4,.,-9,11
CN(C)S(=O)(=O)c1ccc(N2CCCC2)c(C(=O)Nc2cccc(F)c2)c1,-1.5,-8,-7,0.3,1,.,11,-5
O=C([C@H]1[C@H](CO)[C@H]2Cn3c(cccc3=O)[C@H]2N1C(=O)CC1CC1)N1CCCCC1,-1.5,-3,2,0.0,1,0.0,-6,0
O=C1CCCc2ccccc2N1Cc1ccccc1,1.6,-6,24,0.0,-3,1.4,.,8
COCC(C)n1c(C)cc(C(=O)CSc2nnc(-c3ccco3)o2)c1C (stereo not given),-1.6,-14,-5,0.0,0,-0.2,.,-4
COc1cc2c3nnc(-c4ccccc4)c-3cn(Cc3ccc(F)cc3)c2cc1OC,-3.3,i,-25,0.0,4,.,.,.
Cc1ccc2c(c1)C(=O)C(=O)N2Cc1ccc(F)cc1,2.7,-15,-4,0.4,1,0.2,-2,?
Cc1ccc(S(=O)(=O)NCCCNc2ccc([N+](=O)[O-])cc2)cc1,-4.4,-10,-19,0.1,4,.,.,12
CC(C)CNC(=O)CSc1ccc(S(=O)(=O)N(C)C2CCCCC2)cn1,-2.9,-3,-24,0.2,4,3.9,.,4
Cc1ccccc1NC(=O)C1COc2ccccc2O1 (stereo not given),0.0,1,.,0.0,-1,.,1,0
COc1ccc(Cc2nnc(SCc3ccc([N+](=O)[O-])cc3)o2)cc1,-1.8,-8,4,0.0,-5,0.1,.,?
O=C(CSc1ccc([N+](=O)[O-])cc1)Nc1nnc(C2CC2)s1,-0.9,-37,2,0.2,-2,3.2,4,-7
Cn1cnc(S(=O)(=O)NC[C@@H]2CC[C@@H]3[C@@H](CN3Cc3nccs3)O2)c1,-3.4,-6,.,.,2,.,.,0
COc1ccc(CNC(=O)C[C@H]2C[C@@H]3c4cc(NC(=O)C5CCC5)ccc4O[C@@H]3[C@@H](CO)O2)cc1,0.2,5,-17,-0.1,0,2.4,-4,6
CNC(=O)C[C@@H]1CC[C@@H]2[C@@H](COc3ccc(NC(=O)NC(C)C)cc3C(=O)N2C)O1,-1.7,.,8,0.4,.,0.1,8,4
CO[C@H](CN(C)CC1CCOCC1)[C@H](C)CN(C(=O)Nc1ccc(F)cc1)[C@H](C)CO,2.3,-1,2,0.1,-6,0.2,-5,1
C/C(CC(=O)NC(C)(C)C)=N\NC(=O)c1ccccc1N,0.0,-12,-4,0.1,-2,2.4,.,4

# Carrying on:
SMILES,F508del corr,RAD52 anneal inh,INS-1E GSIS act,Xi reactivation,Casp6 inh,E-selectin induc,RAD54 inh,DENV2 CPE
COCCN(C(=O)COC(=O)CCn1c(C)csc1=O)c1c(N)n(Cc2ccccc2)c(=O)[nH]c1=O,1.6,2,14,-0.1,7,-2.2,-5,-10
O=C(O)C1C2C=CC3(CN(C4CCCC4)C(=O)C13)O2 (stereo not given),-4.1,-1,-3,0.4,10,-0.2,2,?
CCc1nnc(NC(=O)c2cc(S(=O)(=O)N3CCN(c4ccccc4)CC3)ccc2Cl)s1,.,-21,-14&3,.,-5,.,-4,.
Cc1cccc(NC(=O)CSc2n[nH]c(-c3ccncc3)n2)c1C,-1.6,-31,1,0.4,-3,.,-1,-3
COc1ccc(NC(=O)Nc2ccc3c(c2)C(=O)N([C@@H](C)CO)C[C@@H](C)[C@H](CN(C)S(=O)(=O)c2ccc(OC)cc2)O3)cc1,-0.9,-10,-8,0.1,0,-0.1,28,28*
O=C(NN1CC(C(=O)OCc2ccc(Cl)cc2Cl)CC1=O)c1ccccc1 (stereo not given),0.9,0,-39,0.2,0,0.6,-16,-9
Cc1cc(OCC(=O)NCCc2ccc(S(N)(=O)=O)cc2)c2c(C)cc(=O)oc2c1,6.7,-4,12,0.1,5,.,-3,2
O=C1CCCC[C@@H](CO)[C@H](O)C[C@H](c2ccccc2)O1,-0.2,-2,2,-0.1,.,1.1,.,?
COc1ccc(CCNC(=O)c2ccc(OC)c(OC)c2)cc1OC,0.5,-11,0,0.0,-2,.,5,-2
COCCNC(=O)C[C@H]1C[C@@H]2c3cc(NC(=O)C4CCC4)ccc3O[C@@H]2[C@@H](CO)O1,0.4,-13,16,0.3,2,0.7,1,-2
CCCNC(=O)N1CC(=O)N2[C@H](CO)[C@@H](c3ccc(C#Cc4cccc(OC)c4)cc3)[C@@H]2C1,?,-3,-26,0.1,2,0.0,.,-1
C[C@H]1CN([C@@H](C)CO)C(=O)c2cc(C#CC3CC3)cnc2O[C@@H]1CN(C)C(=O)c1ccc(F)cc1,2.1,-4,6,0.0,1,0.0,-2,-6
Cc1ccn2c(=O)nc(SCC(=O)N3CCN(c4ccccc4)CC3)nc2c1,0.6,-8,3,-0.1,4,-0.1,1,-1
COC(=O)/C(=C/c1cn(C(C)=O)c2ccccc12)[N+](=O)[O-],1.4,-27,4,-0.1,9,.,-11,-4
O=C(COC(=O)c1ccccc1Cl)Nc1cccnc1Cl,-1.1,0,16,0.0,3,-0.3,3,-2
CCOc1ccc(NC(=O)CN(C)C(=O)CCCc2nc3ccccc3c(=O)[nH]2)cc1OCC,2.7,-10,18,0.3,0,.,-12,9
CN1CCN(Cc2nc(Cc3cccc(F)c3)no2)CC1c1ccccc1 (stereo not given),0.2,-14,-17,0.0,1,1.2,.,12
CCC(=O)N1CC(=O)N2[C@@H](CO)[C@@H](c3ccc(C#CC(C)C)cc3)[C@@H]2C1,0.3,-2,11,0.0,0,-0.2,.,5

# High-throughput results deposited in PubChem BioAssay by Broad Institute.
